p97 ATPase inh: human p97 ATPase inhibition | inhibition, % at 8 µM | 220,000 tested, 0.42% active | recombinant p97 ATPase, Kinase-Glo ATP luminescence, 3 h | P55072; in the data active = inhibition above about 15%;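 also: 0% = DMSO vehicle and 100% = wells lacking enzyme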
RBBP9 inhibitor: blocks human serine hydrolase RBBP9. O75884. recombinant RBBP9, FP-Rh probe fluorescence polarization. inhibition, % at 7.94 µM. 220,000 tested, 0.2% active;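 active = inhibition above the campaign mean of all tested compounds plus 3 SD, cut at about 14% in these data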;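 also: plate controls were DMSO wells with RBBP9 for no effect and wells lacking RBBP9 protein for full effect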
Target sequence (O75884 whole entry, looked up): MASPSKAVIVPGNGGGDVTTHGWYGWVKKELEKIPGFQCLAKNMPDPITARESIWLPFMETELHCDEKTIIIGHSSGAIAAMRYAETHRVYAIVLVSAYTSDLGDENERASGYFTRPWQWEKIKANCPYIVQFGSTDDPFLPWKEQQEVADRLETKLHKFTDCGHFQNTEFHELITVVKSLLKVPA
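Measured by – fluorescence polarization · Test system – RBBP9 protein · Input – 2.5 µM RBBP9 dispensing solution, before mixing · Measure – percent inhibition from mP, scaled between DMSO and no-protein wells · Benchmarks – DMSO-treated enzyme wells and wells lacking RBBP9 · Times – preincubation 30 min plus labeling 45 min at 25 °C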
Ba/F3 V617F tox: reduce viability of Ba/F3 cells dependent on JAK2V617F. inhibition, % at 5.6 µM. Ba/F3 EpoR-JAK2V617F viability, ATP luminescence. 220,000 tested, 1.1% active;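 active = inhibition above the campaign mean plus 3 SD over all tested compounds, cut at about 24% in these data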;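 also: cytokine-independent growth of Ba/F3 cells driven by EpoR plus mutant JAK2; 0% = DMSO-treated cells and 100% = JAK inhibitor I control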
PPC-1+TRAIL kill: compounds killing PPC-1 cancer cells with TRAIL present (potentiator screen, no TRAIL-free arm); PPC-1 cells + TRAIL, ATPLite viability luminescence; cell killing (% activity), % at 4 µM; 220,000 tested, 0.41% active;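 active = cell killing above 50% in the first pass at 4 µM, then a duplicate retest at 5 µM averaging 50% or more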;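 also: plate controls were cells with TRAIL plus DMSO for no effect and medium-only wells lacking cells for full effect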
Tb hexokinase: blocks Trypanosoma brucei hexokinase 1 activity; AID 1430; inhibition, % at 10 µM; recombinant TbHK1, G6PDH-coupled NADH A340; 220,000 tested, 0.11% active;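 active = inhibition of 50% or more in the single-dose primary screen; inactive = inhibition below 50%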
p47phox inh: inhibitors of human p47phox binding; inhibition, % at 24.7 µM; p47phox/p22phox peptide binding, fluorescence polarization, 2 h; P14598; 220,000 tested, 0.53% active;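 active = inhibition above about 30%, limit read from the data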;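 also: 0% = p47phox with labelled peptide and 100% = labelled peptide alone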
BaF3 tox: parental Ba/F3 viability inhibition as JAK2V617F counter-screen; CellTiter-Glo ATP luminescence; inhibition, % at 5.6 µM; 220,000 tested, 1.1% active;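 active = inhibition above a per-campaign cutoff, the mean inhibition of all tested compounds plus 3 SD, cut at about 27% in these data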;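 also: 0% = DMSO wells and 100% = JAK Inhibitor I control wells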
Furin inhibitor: inhibitors of human furin | P09958 | purified furin, fluorogenic substrate cleavage | inhibition, % at 30 µM | 220,000 tested, 0.061% active | AID 463115; in the data active = inhibition above about 25%; also: inactives centre near -15
Target sequence (P09958 108-714 limits assumed): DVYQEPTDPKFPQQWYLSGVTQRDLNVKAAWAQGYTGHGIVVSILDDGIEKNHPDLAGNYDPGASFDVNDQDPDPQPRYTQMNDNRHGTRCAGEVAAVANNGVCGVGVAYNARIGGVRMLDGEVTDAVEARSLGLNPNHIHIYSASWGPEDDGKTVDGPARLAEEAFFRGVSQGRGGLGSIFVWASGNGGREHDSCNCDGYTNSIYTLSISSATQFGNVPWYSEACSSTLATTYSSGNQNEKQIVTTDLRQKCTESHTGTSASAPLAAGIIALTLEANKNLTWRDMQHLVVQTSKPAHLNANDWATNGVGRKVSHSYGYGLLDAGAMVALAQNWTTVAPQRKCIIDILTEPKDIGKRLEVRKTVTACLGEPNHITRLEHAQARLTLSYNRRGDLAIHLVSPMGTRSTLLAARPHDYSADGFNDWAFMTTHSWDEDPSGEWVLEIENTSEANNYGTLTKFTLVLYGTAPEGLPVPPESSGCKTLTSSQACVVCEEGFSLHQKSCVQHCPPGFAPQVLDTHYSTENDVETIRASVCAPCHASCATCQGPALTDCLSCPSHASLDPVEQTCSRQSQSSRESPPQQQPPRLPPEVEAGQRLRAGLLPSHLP
PGE2 EP2 inh: inhibitors of human EP2 prostaglandin E2 receptor | P43116 | C6 glioma cells expressing human EP2, cAMP TR-FRET; cells stimulated with saturating PGE2 | inhibition, % at 25 µM | 260,000 tested, 0.52% active;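 active = percent inhibition above 40 after rounding to a whole number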;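 also: rat C6 glioma host cells with rolipram phosphodiesterase inhibitor present; the protocol text gives 20 µM as final concentration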
Active calls of the source: *; / = not tested or not shown; [ ] = remark or other dose.

Every second line gives: p97 ATPase inh	RBBP9 inhibitor	Ba/F3 V617F tox	PPC-1+TRAIL kill	Tb hexokinase	p47phox inh	BaF3 tox	Furin inhibitor	PGE2 EP2 inh
O=C(Cc1ccc(S(=O)(=O)N2CCOCC2)s1)NCC1CCCCC1
    2	0	3	1	-4	-3	5	-23	17
CCCC(=O)Nc1ccccc1NC(=O)C1CCCCC1
    4	-3	-3	17	6	-5	2	-22[20 µM]	11
CCN(CC)c1ccc(C2C(C(=O)OCCOC)=C(C)NC3=C2C(=O)CC(C)(C)C3)cc1 (stereo unspecified)
    -7	-5	3	9	-11	-8	3	-21	13
Cn1c(=O)cc(SCC(=O)Nc2ccc3c(c2)OCO3)c2ccccc21
    -1	2	1	11	-6	1	4	-12	11
Nc1ccc(OCc2ccccc2)cc1
    6	2	-1	-4	4	-9	4	-20	16
Cc1ccc(S(=O)(=O)CCSc2ccc(C(F)(F)F)cn2)cc1
    1	-3	-1	21	-3	0	-1	-14	4
COc1cc2cc(C(=O)N3CCN(Cc4ccc5c(c4)OCO5)CC3)c(=O)oc2cc1OC
    6	0	-3	4	-31	-1	4	-234	6
NC(=O)CC[C@@H]1NC(=O)[C@H](CO)NC(=O)c2cc([N+](=O)[O-])cc(I)c2NCC[C@@H](C(N)=O)NC(=O)[C@H](Cc2ccc(O)cc2)NC1=O
    6	-1	-3	5	-10	7	0	-11	/
Cc1cccc(OCc2nnc3n2CCCCC3)c1
    1	-6	-3	14	4	-7	-2	-26	10
Cc1ccc(-c2nn[nH]n2)cc1
    1	-9	2	10	2	-2	1	-13[20 µM]	11
Cc1nn(-c2ccccc2)c2c1C1(C(=O)N(C)c3ccccc31)C(C#N)=C(N)O2 (stereo unspecified)
    -2	3	8	-8	3	9	8	-13[20 µM]	8
COc1ccc(C(C)=O)cc1CSc1nc(C)cc(C)n1
    2	1	1	8	1	1	7	4	9
CCC(=O)N(Cc1cc(=O)[nH]c2ccccc12)c1ccccc1
    6	-9	-2	6	-28	-9	-1	-15	6
O=C(CSc1n[nH]c(-c2ccccc2)n1)Nc1ccc(N2CCOCC2)cc1
    0	-5	0	-6	-10	-7	4	-19	6
CC1(c2ccc([N+](=O)[O-])c(CS(=O)(=O)c3ccccc3)c2)OCCO1
    6	-2	-4	13	-3	-2	-1	-25	6
CCCCn1c(O)c(/C=C2\C=NN=C2c2ccccc2)sc1=S
    7	-2	-3	-3	-7	-8	1	-16	6
CC(C)NC(=O)NC(=O)CSc1nnc(COc2ccccc2Cl)o1
    -4	-5	-1	21	-7	-6	5	-15[20 µM]	7
CCOC(=O)N1CCN(c2c(NCCCN3CCCCCC3)c(=O)c2=O)CC1
    4	-2	-3	8	-3	-9	-2	-11	6
O=C(c1cn(-c2ccccc2)nc1-c1cccs1)N1CCN(c2ccccc2)CC1
    -6	-4	6	29	-12	-12	9	2[20 µM]	4
C=CCn1c(=N)n(CC(=O)O)c2ccccc21
    6	-9	-3	10	4	-24	-2	-19	22
Cc1ccc2c(c1)sc[n+]2Cc1ccccc1
    -2	-3	0	2	6	-36	8	-3[20 µM]	11
Fc1ccccc1COc1ccccc1/C=N/Nc1nc(N2CCCC2)nc(N2CCCC2)n1
    3	-10	-2	22	1	-16	3	-16	14
Nc1nc(NC(=O)c2cccnc2)nn1-c1ccccc1
    0	-1	-4	-4	-6	-8	3	-27	12
COc1ccccc1C(=O)NC(C)c1nc2ccccc2[nH]1 (stereo unspecified)
    0	-2	-4	12	-1	0	0	-20	7
O=C(COc1ncnc2c(Cl)cc(Cl)cc12)N1CCN(S(=O)(=O)c2ccccc2)CC1
    -1	2	1	-3	-8	-8	4	-6[20 µM]	19
COc1cccc(OC)c1CN1CCCC(C(=O)c2ccccc2SC)C1 (stereo unspecified)
    -2	-4	9	26	3	-4	6	5	1
C/C(CCc1ccc2c(c1)OCO2)=N\NC(=O)c1ccccc1Cl
    -1	-6	1	2	-7	-6	2	-18	9
CCOc1ccc(NC(=O)NCC2CCN(c3ccc(OC)cc3)C2)cc1 (stereo unspecified)
    2	5	1	6	-7	-7	5	-16[20 µM]	5
CC(N=Cc1nc(-c2ccccc2)oc1O)c1ccccc1 (stereo unspecified)
    -4	-5	1	11	-51	-5	6	6[20 µM]	10
CCOC(=O)C1=C(c2ccccc2)N2CCS(=O)(=O)N=C2S1
    6	2	-3	10	6	-14	5	24[20 µM]	5

Reformatted as a markdown table: seven of the compounds above
| SMILES | p97 ATPase inh | RBBP9 inhibitor | Ba/F3 V617F tox | PPC-1+TRAIL kill | Tb hexokinase | p47phox inh | BaF3 tox | Furin inhibitor | PGE2 EP2 inh |
| --- | --- | --- | --- | --- | --- | --- | --- | --- | --- |
| CCOc1ccc(NC(=O)NCC2CCN(c3ccc(OC)cc3)C2)cc1 (stereo unspecified) | 2 | 5 | 1 | 6 | -7 | -7 | 5 | -16[20 µM] | 5 |
| CCC(=O)N(Cc1cc(=O)[nH]c2ccccc12)c1ccccc1 | 6 | -9 | -2 | 6 | -28 | -9 | -1 | -15 | 6 |
| COc1cc2cc(C(=O)N3CCN(Cc4ccc5c(c4)OCO5)CC3)c(=O)oc2cc1OC | 6 | 0 | -3 | 4 | -31 | -1 | 4 | -234 | 6 |
| Cn1c(=O)cc(SCC(=O)Nc2ccc3c(c2)OCO3)c2ccccc21 | -1 | 2 | 1 | 11 | -6 | 1 | 4 | -12 | 11 |
| CCN(CC)c1ccc(C2C(C(=O)OCCOC)=C(C)NC3=C2C(=O)CC(C)(C)C3)cc1 (stereo unspecified) | -7 | -5 | 3 | 9 | -11 | -8 | 3 | -21 | 13 |
| Cc1ccc(-c2nn[nH]n2)cc1 | 1 | -9 | 2 | 10 | 2 | -2 | 1 | -13[20 µM] | 11 |
| COc1ccccc1C(=O)NC(C)c1nc2ccccc2[nH]1 (stereo unspecified) | 0 | -2 | -4 | 12 | -1 | 0 | 0 | -20 | 7 |

Carrying on.
Every second line gives: p97 ATPase inh	RBBP9 inhibitor	Ba/F3 V617F tox	PPC-1+TRAIL kill	Tb hexokinase	p47phox inh	BaF3 tox	Furin inhibitor	PGE2 EP2 inh
O=c1[nH]c2cc(Cl)ccc2n(CCNc2ncc(C(F)(F)F)cc2Cl)c1=O
    2	-9	-2	15	-7	-21	6	-21[20 µM]	/
Cn1c(C(=O)c2ccccc2[N+](=O)[O-])nc2ccccc21
    8	-2	-1	16	-23	-10	1	-12	2
CC(=O)OC1CSc2nc3ccccc3n2C1 (stereo unspecified)
    -3	-3	0	8	-8	-5	0	-17[20 µM]	11
Cc1nn(-c2ncc(C(F)(F)F)cc2Cl)c(=O)n1-c1ccccc1F
    2	-3	1	4	8	-1	2	-25	5
Clc1ccc(CSc2ccc(-c3ccccn3)nn2)cc1
    -1	-3	-1	10	0	-3	-1	-8	3
Cc1ccc(/C=N/NC(=O)C2=NNC(c3ccccc3)(c3ccccc3)C2)c(O)c1
    6	-4	-3	24	-3	-19	1	-26[20 µM]	7
N#Cc1ccc(C(=O)Nc2cc(S(=O)(=O)N3CCCC3)ccc2OCC(F)(F)F)cc1
    2	-12	-2	-11	38	-6	2	-20	11
CCOC(=O)C1=C(C)NC(=O)NC1c1ccc(OCCO)c(OC)c1 (stereo unspecified)
    -1	-3	2	23	-6	-5	6	-27[20 µM]	11
CC(C)(C)/C(O)=C(/C#N)c1nc2ccccc2[nH]1
    -1	1	-1	8	-9	-12	9	-21[20 µM]	9
O=C(CCSc1ccccc1)Nc1ccc(OCc2ccccc2)cc1
    3	-8	-2	1	0	-19	2	-24[20 µM]	10
CCCc1cc(=O)[nH]c(Nc2cc(OC)ccc2OC)n1
    3	6	-2	-1	1	-13	4	-15[20 µM]	12
Cc1ccc(C)c(NC(=S)Nc2ccc(S(=O)(=O)Nc3ncccn3)cc2)c1
    -3	-4	2	3	3	-2	4	-2	7
Cc1ccccc1-c1ncc(CN2CCN(C3CCCCC3)C(CCO)C2)cn1 (stereo unspecified)
    -2	-6	-2	20	7	-3	4	-16	7
O=C(O)C1C(C(=O)O)C1(c1ccccc1)c1ccccc1 (stereo unspecified)
    5	-9	0	-10	-6	-10	-7	-1	10
CC(=O)c1ccc(OCC(=O)NCC(c2ccco2)N2CCCCC2)cc1 (stereo unspecified)
    0	-1	1	24	5	/	0	-28	7
Fc1ccc2[nH]c3c(NCCN4CCOCC4)ncnc3c2c1
    2	-1	-1	-26	-12	-8	6	-11[20 µM]	7
COc1cc(C(C#N)N2N=C(c3ccccc3)CC2c2ccccc2)ccc1O (stereo unspecified)
    -2	-2	0	6	-11	-25	4	-6	3
Cc1c(C#N)c2ccccc2n1C
    -3	-10	2	10	0	7	5	-3	3
COc1ccc2c(c1)CCc1c(C(=O)N3CCCCCC3)noc1-2
    -1	-6	-2	13	4	-6	2	-24	3
COc1ccc(C(F)(F)F)cc1N/C=C\c1nnnn1-c1ccc(C)cc1
    6	-6	-1	2	-20	-18	5	-21[20 µM]	11
O=C(O)CC/C(=N\NC(=O)c1ccccc1Br)c1ccccc1
    -4	-9	2	26	-3	-4	2	-17	6
NS(=O)(=O)c1ccc(N2N=C(c3ccccc3)CC2c2ccccc2)cc1 (stereo unspecified)
    -3	-6	1	22	-21	-9	4	-132	9
Brc1ccc(-c2csc(/N=C/N3CCOCC3)n2)cc1
    -2	-3	0	14	-11	-5	2	-20[20 µM]	14

From PubChem

A portion of the library (hit frequency here may not be typical).
